Wnt bcat act: Wnt/beta-catenin pathway activation; Wnt/beta-catenin reporter cell assay, activator, plate reader; activation, % at 9.35 µM; actives 1.2% (n = 300,000); in the data active = activation above about 30%, passing the limit was not always enough;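 also: 0% = neutral control wells and 100% = positive control wells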
LANA DNA inh: inhibitors of KSHV LANA C-terminal domain DNA binding | MBP-C-LANA/FAM-LBS DNA binding, fluorescence polarization | inhibition, % at 9 µM | actives 0.078% (n = 340,000);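 active = highest replicate inhibition at or above 60% at 9 µM, even if other replicates fall short; inactive = all replicates below 60% inhibition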;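 also: 0% = neutral control wells and 100% = 4 µM acridine orange control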
Arrestin-AP2 inh: inhibitors of human beta-arrestin and AP2 interaction | AID 504490 | actives 0.31% (n = 340,000) | inhibition, % at 10 µM | FITC-arrestin peptide / GST-AP2 beads, flow cytometry; AP2 beta2 appendage carries R879A mutation;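 active = inhibition above a set limit, near 3 SD of compounds lacking own fluorescence, cut at about 54% in these data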;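 also: plate controls were DMSO wells for no effect and 5 µM unlabelled arrestin peptide for full effect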
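System: GST-tagged AP2 beta2-adaptin appendage (R879A) on 4 µm glutathione beads / Reagent: FITC-arrestin peptide, 50 nM / Detection: HyperCyt-sampled flow cytometry, FL1 channel, ex 488/em 535 nm / Timing: 12 min plus 1 h, RT / Buffer or medium: PBS plus Tween 20 (0.05%) and BSA (0.1%)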
V-ATPase pH: alters yeast V-ATPase proton transport; actives 0.37% (n = 350,000); response, % at 10 µM; S. cerevisiae, pHLuorin cytosolic pH fluorescence; in the data active = response mostly above about 7.3%, no sharp cut-off; inactive = mostly below about 5.4%; also: actives read high; inactives centre near 0; some compounds called inactive have numbers as strong as hits; reference of the scale not given here
DSG3 Ab inh: blocks pemphigus antibody binding to human desmoglein-3; P32926; DSG3-coupled beads, scFv-anti-DSG3-GFP binding, flow cytometry; stronger effect = lower value; binding (percent of control), % at 10 µM; actives 0.48% (n = 310,000);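 active = binding more than 3 SD below its plate's average and above zero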;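 also: hits lower antibody fragment binding to DSG3; some compounds called inactive have numbers as strong as hits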
Target sequence (P32926 whole entry, looked up, the tested form may be a part): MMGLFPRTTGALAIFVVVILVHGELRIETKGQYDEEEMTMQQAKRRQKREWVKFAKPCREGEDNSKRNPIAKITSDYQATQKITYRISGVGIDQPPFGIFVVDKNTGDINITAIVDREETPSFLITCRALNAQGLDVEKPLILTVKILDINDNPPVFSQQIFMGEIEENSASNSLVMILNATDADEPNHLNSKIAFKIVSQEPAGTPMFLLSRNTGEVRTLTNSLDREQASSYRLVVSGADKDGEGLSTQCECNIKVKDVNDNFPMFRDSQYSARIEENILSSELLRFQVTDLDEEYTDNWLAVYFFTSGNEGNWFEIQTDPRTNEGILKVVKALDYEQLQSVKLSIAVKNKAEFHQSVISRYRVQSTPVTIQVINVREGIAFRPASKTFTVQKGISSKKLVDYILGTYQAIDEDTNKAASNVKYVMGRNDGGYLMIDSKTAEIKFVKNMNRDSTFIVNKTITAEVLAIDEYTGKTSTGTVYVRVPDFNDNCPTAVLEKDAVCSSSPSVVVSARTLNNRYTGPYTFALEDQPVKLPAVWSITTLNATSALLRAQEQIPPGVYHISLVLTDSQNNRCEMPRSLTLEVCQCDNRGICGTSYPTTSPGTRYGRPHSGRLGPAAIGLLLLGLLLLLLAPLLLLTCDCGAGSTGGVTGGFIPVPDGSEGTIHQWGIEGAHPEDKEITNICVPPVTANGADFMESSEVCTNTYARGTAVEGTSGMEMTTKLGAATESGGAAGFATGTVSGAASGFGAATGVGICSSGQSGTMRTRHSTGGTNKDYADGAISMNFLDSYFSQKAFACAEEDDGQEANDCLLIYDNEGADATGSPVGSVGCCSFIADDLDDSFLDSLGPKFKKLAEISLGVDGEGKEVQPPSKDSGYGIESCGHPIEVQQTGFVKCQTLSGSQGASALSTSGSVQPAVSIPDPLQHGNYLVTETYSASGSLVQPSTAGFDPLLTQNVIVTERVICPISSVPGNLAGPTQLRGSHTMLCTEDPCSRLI
Cardiac RTF inh: cardiac RTF calcium desensitization; P19429+P45379; IANBD-labeled cardiac RTF, Ca2+ fluorescence; inhibition, % at 7.15 µM; actives 0.12% (n = 340,000); AID 493244;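 active = inhibition above the mean inhibition of all tested compounds plus 3 SD, cut at about 17% in these data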;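 also: assay run at fixed EC70 calcium of 1.6 mM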
RTF Ca sens act: increases calcium sensitivity of human cardiac regulated thin filaments | actives 0.24% (n = 340,000) | activation, % at 7.2 µM | P19429+P45379 | IANBD-labeled TnC RTF fluorescence at EC20 calcium; 0% EC20 calcium, 100% full calcium;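 active = activation above the mean over all tested compounds plus 3 SD, cut at about 30% in these data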;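 also: rise in fluorescence read as greater calcium sensitivity of cardiac thin filaments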
Keap1 Nrf2 FP: Keap1-Nrf2 (human) interaction inhibition; Keap1 Kelch-Nrf2 peptide fluorescence polarization, 1536-well; inhibition, % at 9.4 µM; actives 0.15% (n = 340,000); in the data active = inhibition above about 12%;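 also: human Keap1 Kelch domain with fluorescein labeled Nrf2 9mer peptide probe; 0% = neutral control wells and 100% = peptide positive control; higher means more block of Keap1 binding to Nrf2 peptide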
MOR-DOR inv ag: mu-delta opioid heterodimer inverse agonism | P35372+P41143 | cell-based MOR-DOR heterodimer luminescence | inhibition, % at 9.3 µM | actives 0.21% (n = 340,000) | AID 504357; in the data active = inhibition above about 22%, passing the limit was not always enough;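 also: 0% = cells with DMSO and 100% = wells without cells with DMSO; values of inactives mirror those of a sister screen read the other way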
OPRM1-OPRD1 ag: agonists of human mu-delta opioid receptor heterodimerization; activation, % at 9.3 µM; P35372+P41143; cells, OPRM1-OPRD1 heterodimerization, luminescence; actives 0.3% (n = 340,000); in the data active = activation above about 18%;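 also: 0% = vehicle-treated cells and 100% = reference agonist; values of inactives mirror those of a sister screen read the other way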
Numbers without * were called inactive; nt = not tested or not shown.

SMILES,RTF Ca sens act,Cardiac RTF inh,Keap1 Nrf2 FP,Arrestin-AP2 inh,LANA DNA inh,DSG3 Ab inh,OPRM1-OPRD1 ag,MOR-DOR inv ag,Wnt bcat act,V-ATPase pH
CC(C)CC(=O)NC(=S)Nc1cc(C(F)(F)F)ccc1N1CCOCC1,2.8,13.1,0.2,5.0,-0.8,100.1,4.7,-25.0,-3.9,2.0
CCOC(=O)C1=C(COC(=O)c2ccccc2[N+](=O)[O-])NC(=O)NC1C (centres undefined),-1.4,-24.1,-4.9,0.2,2.2,94.5,1.3,-6.8,-1.0,-0.4
CCN(CC(=O)Nc1cccc(C(C)=O)c1)S(=O)(=O)c1ccccc1,1.0,7.0,-5.3,-7.5,-0.5,101.7,-4.5,21.3,-0.3,0.1
CCOC(=O)CNC(=O)c1cc2c(=O)[nH]c3ccc(C)cc3c2s1,-1.1,-13.6,5.3,8.4,1.0,86.0,-0.3,1.3,-6.1,-3.0
COc1ccccc1-n1nnnc1SCC(=O)Nc1ccccc1,-1.6,-4.7,-1.6,0.3,0.8,112.5,-2.9,14.9,0.6,-1.8
COCc1cc(N2CCOCC2)nc(SCc2ccc(Cl)cc2)n1,6.5,-1.3,-4.3,2.2,-0.5,101.3,-1.4,7.1,-0.3,2.9
CC(C)(C)c1ccc(-c2n[nH]c(=S)n2/N=C/c2ccncc2)cc1,3.4,-4.9,-3.6,-7.4,0.5,90.2,3.5,-17.7,-1.3,-0.8
COc1cc2nc(N3CCNCC3)nc(N)c2cc1OC,-0.6,1.1,-7.7,-4.2,-3.8,109.6,-1.8,8.1,nt,-2.6
CCOC(=O)c1ccc(NC(=S)Nc2ccc(Br)cc2N)cc1,-7.9,0.3,-2.8,6.0,-1.9,97.5,-0.1,0.8,8.1,1.9
COc1ccc(CCC(=O)N2CCN(c3ccccc3)CC2)cc1OC,-5.7,-7.1,0.0,0.5,-0.1,100.2,-2.5,13.2,1.3,-1.4
CC(C)Cn1c(N)c(C(=O)COC(=O)C2CCCN2C(=O)c2cccs2)c(=O)n(C)c1=O (centres undefined),-1.0,-5.2,-6.9,-14.2,0.8,95.6,-1.5,7.9,-2.7,0.1
O=C(CNC(=O)c1cccs1)N/N=C/c1ccccc1[N+](=O)[O-],0.2,7.7,1.2,17.9,-1.1,nt,1.3,-9.5,8.9,-0.8
Cc1c(C)c(C)c(S(=O)(=O)NCCC(=O)N2CCN(Cc3ccc(C#N)cc3)CC2)c(C)c1C,1.4,-5.2,-0.7,3.9,-0.8,101.5,1.1,-4.4,-3.1,5.0
O=C(Nc1cccc(NC(=O)c2ccc(Cl)cc2Cl)c1)c1cccnc1,-2.3,0.4,4.0,26.3,1.1,113.2,4.0,-31.9,0.3,-1.8
CN1C(=O)Cc2cc(S(=O)(=O)Nc3ccc(N4CCOCC4)cc3)ccc21,-4.2,-36.4,-3.0,-0.8,2.3,103.8,-0.8,4.4,1.2,1.9
CCc1ccccc1N1CC(C(=O)Nc2cc(S(=O)(=O)N3CCCC3)ccc2Cl)CC1=O (centres undefined),-4.4,-4.3,-0.4,5.4,-0.9,91.9,-3.1,12.6,-0.5,0.8
CNC(=O)CC(C(=O)O)c1ccc(OC(C)C)cc1 (centres undefined),1.5,-7.8,1.0,-7.0,1.0,104.5,-2.6,14.0,-0.7,-2.7
CCN(CC)CCC(=O)c1ccc(F)cc1,2.9,-6.2,1.5,7.8,0.0,99.9,-0.7,3.8,-2.1,-1.9
CC(C)C[C@@H](CN(C)N=O)N(C[C@H](Cc1ccccc1)N(CCc1ccccc1)N=O)N=O,5.4,1.4,-3.0,2.2,0.3,109.3,-1.7,10.2,-3.2,0.8
CC(=O)Nc1ccc2nc(NC(=O)CN3CCOCC3)sc2c1,-2.5,0.4,-8.4,2.4,-1.8,114.5,-2.7,12.2,0.9,4.9
C1=C(c2ccccc2)CCN(c2ncnc3nc[nH]c23)C1,-3.6,-8.5,-5.4,-1.1,0.1,104.8,-1.0,5.8,0.3,-0.4
O=C(CN1C(=O)C2C3C=CC(C3)C2C1=O)NC1CCCc2ccccc21 (centres undefined),-3.9,-1.1,5.3,2.4,-2.0,100.0,1.4,-8.1,0.8,3.5
O=C(COC(=O)c1cccs1)NCc1cccs1,0.0,-12.7,-7.3,1.5,-1.3,nt,0.4,-2.4,1.7,1.7
Cc1cc(NS(=O)(=O)c2ccc(NC(=S)Nc3ccc(Cl)cc3C)cc2)no1,-4.2,-0.9,-3.4,-11.7,-35.0,112.0,-3.6,18.8,-2.3,3.3
COc1ccc(Cl)cc1NC(=O)NCCN1CCCCC1,3.5,-1.3,0.5,-1.7,-2.2,115.0,0.8,-3.7,-2.1,1.7
CCOC(=O)CNC(=O)C1(c2ccccc2)CCCC1,-1.0,-6.4,-3.3,9.7,0.4,99.9,-0.4,1.8,-6.8,12.4
CCN(CC(=O)Nc1ccc2c(c1)OCCO2)C(=O)c1cc(=O)[nH]c2ccccc12,-3.3,-12.6,-5.1,11.7,-0.7,107.7,-0.2,1.6,1.9,1.7
CCOC(=O)c1cnc2c(-c3ccc(Cl)cc3)c(C)nn2c1N,5.0,-5.5,-4.9,0.3,0.1,109.6,-1.4,7.8,nt,-1.2
C=C(C)COc1ccc(-c2[nH]ncc2-c2ccc(Br)cc2)c(O)c1,-4.9,-0.5,-2.9,-10.8,-0.7,101.6,7.0,-47.8,-20.5,4.9
O=C(N=Nc1c(O)[nH]c2ccc(F)cc12)c1ccc(NS(=O)(=O)c2cccs2)cc1,-3.0,-10.8,-4.7,-6.2,0.9,83.1,-2.0,7.5,1.7,0.6
CCN(CC)CCNC(=O)c1cc(S(=O)(=O)N2CCc3ccccc32)cn1C,-1.2,-2.4,2.2,0.0,-0.9,110.8,-2.2,12.1,-4.0,-4.8
CCOC(=O)C1=C(CN2CCC(C)CC2)NC(=O)NC1c1ccc(Cl)cc1 (centres undefined),7.4,-3.7,-6.3,-11.1,-0.7,nt,7.4,-33.9,-4.2,1.5
Cc1ccc(NC(=S)N2CCN(S(=O)(=O)c3c(F)cccc3F)CC2)cc1C,3.7,-5.5,1.7,6.6,0.8,95.5,-0.8,4.1,2.1,-1.7
CCn1c(SCC(=O)N/N=C/C=C/c2ccccc2[N+](=O)[O-])nnc1-c1ccccc1,1.9,-7.5,-0.8,9.0,1.1,104.7,-1.9,10.6,-3.0,0.0
COc1ccc(CCNC(=O)c2oc3ccc(S(=O)(=O)N4CCOCC4)cc3c2C)cc1OC,4.2,-1.6,3.4,14.6,1.0,97.2,0.3,-1.7,nt,-0.7
CC(C)c1ccc(NC2CCCN(C(=O)c3ccnn3C)C2)cc1 (centres undefined),-2.1,-4.1,1.4,-8.1,-1.7,102.5,-2.2,11.4,-2.2,-3.3
CCOC(=O)n1c(=O)n(Cc2cccc(C)c2)c2ccccc21,3.6,-4.5,-0.8,23.7,1.7,103.3,1.8,-10.2,0.1,-1.2
COCCN1C(=O)C(C(=O)OC)CC2=C1CC(C)(C)CC2=O (centres undefined),2.2,-3.6,-0.4,10.3,-1.7,101.2,-1.7,8.1,-1.1,0.4
Cc1c(C(=O)Nc2ccc(Cl)cc2)c2ccccn2c1CCc1ccncc1,-1.1,-2.5,-0.5,24.2,-0.3,101.2,1.7,-12.5,1.2,-0.6
CN(C[C@H](Cc1ccccc1)N(C[C@@H](CC1CCCCC1)N(CCc1ccccc1)N=O)N=O)N=O,-8.1,-6.7,-1.2,-4.3,4.5,101.3,-1.1,6.7,0.0,0.9
Cc1nc2ncnn2c(C)c1CCC(=O)NC(C)c1ccc2c(c1)OCCO2 (centres undefined),0.9,-7.3,-1.8,8.1,1.0,100.1,-3.1,14.2,nt,1.6
CC(Nc1ccccc1)c1ccncc1 (centres undefined),3.5,-8.1,-7.8,0.7,0.8,96.9,0.3,-1.5,-0.7,-0.3
CC(=O)Nc1ccc(CN2CCN(CCc3ccccc3)C(CCO)C2)cc1 (centres undefined),2.3,4.3,-3.8,40.7,0.5,101.8,1.2,-6.1,-0.7,0.8
CC(C)C(NS(=O)(=O)c1cccs1)C(=O)NCc1ccccc1Cl (centres undefined),0.1,6.5,-1.2,1.6,-0.1,95.6,-1.9,8.8,nt,-2.1
CN(Cc1ccon1)Cc1cn(C)nc1-c1ccc(Oc2ccccc2)cc1,-2.8,1.5,3.6,33.8,-0.8,100.8,0.1,-0.7,3.2,-1.3
CSc1nnc(C2CCCN2)n1C (centres undefined),-1.4,-5.1,0.2,6.0,-1.2,102.4,-3.0,17.1,nt,-1.6
COc1ccc(-c2nnc(SCC(=O)Nc3cc(F)ccc3C)o2)cc1,-4.0,-5.5,-0.2,1.8,1.0,103.7,-2.0,10.1,5.1,-1.7
Cc1cccc2c1NC(C)CC2C (centres undefined),0.1,5.2,2.1,19.3,1.1,98.0,-1.0,5.7,nt,-0.7
Cc1ccc(N2CCN(C3=NC(=O)C(Cc4ccccc4)S3)CC2)cc1 (centres undefined),4.8,-3.5,-5.5,-1.1,2.0,108.5,0.3,-1.6,nt,-1.5
CCOC(=O)Cn1c(=O)n(Cc2ccco2)c(=O)c2ccc(C(=O)NC3CCCC3)cc21,-1.9,-3.5,-5.1,-0.1,-1.1,102.9,-2.1,12.3,-2.8,-1.4
O=C(NCC1COc2ccccc2O1)c1c[nH]c2ccc(S(=O)(=O)N3CCOCC3)cc2c1=O (centres undefined),1.0,5.7,-2.4,2.2,-1.2,102.1,-1.1,6.1,-4.7,-0.3
Cc1ccc(-c2cc(C(=O)N/N=C/c3ccoc3)c3ccccc3n2)cc1,-2.4,-6.6,-5.2,1.8,-0.5,107.6,3.5,-14.1,1.0,2.6
Cn1c(=O)n(C)c2cc(S(=O)(=O)Nc3ccccc3C(=O)O)ccc21,-2.5,-1.7,2.5,30.1,-1.9,96.6,-4.3,20.5,-0.9,-1.2
Cc1ccc2nc(-c3ccccc3)oc(=O)c2c1,-8.3,0.2,6.8,5.5,-0.7,122.1,-0.2,1.0,0.8,-2.0
Cc1ccc(NC2c3ncccc3C(=O)N2C2CCCCC2)cc1C (centres undefined),12.5,-4.5,-3.7,-1.8,-1.8,109.9,1.1,-5.6,nt,4.1
Cc1ccc2c(c1)c(C1=NC(=S)NC1=O)c(O)n2C,10.6,-9.4,-2.3,-13.9,1.2,98.2,-0.1,0.3,0.2,-0.8
O=C(N/N=C/c1cc([N+](=O)[O-])ccc1N1CCCCCC1)c1ccccn1,-5.2,-3.7,-3.5,8.1,1.2,94.3,-3.6,17.9,12.2,0.3

Outcome played no part in choosing rows; any-hit rate near 3.1%.
